Source: PubChem BioAssay (National Center for Advancing Translational Sciences (NCATS))
G9a block = qHTS Assay for Inhibitors of Histone Lysine Methyltransferase G9a. Histone-lysine N-methyltransferase EHMT2 (Homo sapiens), Q96KQ7. G9a H3K9 monomethylation, AlphaScreen, 2 h. Potency, µM (titrated, usually from 102 µM), inactives show top-dose activity, negative = inhibition, most hits filed as inhibitors. 350,000 compounds, 8.8% hits. AID 504332, 2011; further: on the % scale 0 is the no-effect control and ±100 the full control effect; nearly all actives have a fitted effect of over 75% in size
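Methyltransferase reactions run at room temperature for 2 h (20 nM enzyme, 500 nM biotin-H3K9 peptide, 20 uM SAM) after a 15 min compound preincubation; product detected by AlphaScreen beads and anti-H3K9me1 antibody.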
HP1b binding inh = HTS for Inhibitors of HP1-beta Chromodomain Interactions with Methylated Histone Tails | Chromobox protein homolog 1 (Homo sapiens), P83916 | AlphaScreen HP1-beta / biotin-H3K9me3 peptide binding | Potency, µM (doses to about 114 µM), without a hit: top-dose activity change, negative = inhibition, usual class: inhibitors | 390,000 compounds, 0.56% hits; further: nearly all actives have a fitted effect of over 70% in size; inactives centre near 23
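HP1-beta protein (50 nM final) preincubated 30 min at room temperature with biotinylated H3(1-18)K9me3 peptide (50 nM) in PBS pH 7.4, 0.01% Tween-20, then compound added for 30 min. AlphaScreen streptavidin donor/nickel chelate acceptor beads (10 ug/mL final), 30 min dark, luminescence read.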
JMJD2A Tudor inh = qHTS Assay for Inhibitors of JMJD2A-Tudor Domain | Lysine-specific demethylase 4A (Homo sapiens), O75164 | AlphaScreen JMJD2A-Tudor / H3K4me3 peptide binding | Potency, µM (doses to about 114 µM), without a hit: at the highest dose activity change, negative = inhibition, hits mostly inhibitors | 390,000 compounds, 4.4% hits; further: on the % scale 0 is the no-effect control and ±100 the full control effect; nearly all actives have a fitted effect of over 50% in size
GLS inh = qHTS for Inhibitors of Glutaminase (GLS). Glutaminase kidney isoform, mitochondrial (Homo sapiens), O94925. GLS enzymatic activity, qHTS titration. Potency, µM (titrated, usually from 45.5 µM), without a hit: at the highest dose activity change, negative = inhibition, usual class: inhibitors. 410,000 compounds, 0.21% hits. AID 624170, 2012; further: on the % scale 0 is the no-effect control and ±100 the full control effect
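Enzyme dispensed in phosphate buffer (45 mM, pH 8.2, 0.02% Tween-20), compounds pinned in, then 1 mM L-glutamine solution and the glutamate oxidase–HRP–Amplex Red mix added; fluorescence read immediately and again after 30 min at room temperature.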
PGK inhibitor = qHTS Assay to Find Inhibitors of Phosphoglycerate Kinase | Phosphoglycerate kinase, glycosomal (Trypanosoma brucei brucei), P07378 | PGK/GAPDH coupled, Kinase-Glo luminescence, 60 min | Potency, µM (series often up to 57.5 µM), for inactives: top-dose activity change, negative = inhibition, hits mostly inhibitors | 380,000 compounds, 0.043% hits | AID 602233, 2012; further: on the % scale 0 is the no-effect control and ±100 the full control effect; nearly all actives have a fitted effect of over 60% in size
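Recombinant glycosomal PGK reaction used 1,3-bisphosphoglycerate generated in-well by GAPDH (100nM final) in 100mM TEA pH 7.6, 5mM MgCl2, 0.01% Tween-20. After 60 minutes at room temperature, ATP was read by Kinase-Glo Plus luminescence end-point.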
Pol iota inh = qHTS for Inhibitors of Polymerase Iota. DNA polymerase iota (Homo sapiens), Q9UNA4. Pol iota fluorescent replication assay, 10 min. Potency, µM (doses to about 115 µM), for the others: top-dose activity, negative = inhibition, usual class: inhibitors. 390,000 compounds, 1% hits
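Pol iota at 10 nM preincubated 15 min with compounds at room temperature; reaction started with fluorescent substrate, 50 nM final. Fluorescence read kinetically at 0 and 10 min; buffer-only wells as negative control.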
BLM inh = qHTS Assay for Inhibitors of Bloom's syndrome helicase (BLM); Potency, µM (doses to about 56.1 µM), for the others: top-dose activity change, negative = inhibition, most hits filed as inhibitors; recombinant BLM DNA unwinding, fluorescence dequenching; RecQ-like DNA helicase BLM (Homo sapiens), P54132; 350,000 compounds, 0.2% hits;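 further: plate controls were vehicle for no effect and no enzyme for full effect; nearly all actives have a fitted effect of over 35% in size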
Target sequence (P54132 whole entry, looked up): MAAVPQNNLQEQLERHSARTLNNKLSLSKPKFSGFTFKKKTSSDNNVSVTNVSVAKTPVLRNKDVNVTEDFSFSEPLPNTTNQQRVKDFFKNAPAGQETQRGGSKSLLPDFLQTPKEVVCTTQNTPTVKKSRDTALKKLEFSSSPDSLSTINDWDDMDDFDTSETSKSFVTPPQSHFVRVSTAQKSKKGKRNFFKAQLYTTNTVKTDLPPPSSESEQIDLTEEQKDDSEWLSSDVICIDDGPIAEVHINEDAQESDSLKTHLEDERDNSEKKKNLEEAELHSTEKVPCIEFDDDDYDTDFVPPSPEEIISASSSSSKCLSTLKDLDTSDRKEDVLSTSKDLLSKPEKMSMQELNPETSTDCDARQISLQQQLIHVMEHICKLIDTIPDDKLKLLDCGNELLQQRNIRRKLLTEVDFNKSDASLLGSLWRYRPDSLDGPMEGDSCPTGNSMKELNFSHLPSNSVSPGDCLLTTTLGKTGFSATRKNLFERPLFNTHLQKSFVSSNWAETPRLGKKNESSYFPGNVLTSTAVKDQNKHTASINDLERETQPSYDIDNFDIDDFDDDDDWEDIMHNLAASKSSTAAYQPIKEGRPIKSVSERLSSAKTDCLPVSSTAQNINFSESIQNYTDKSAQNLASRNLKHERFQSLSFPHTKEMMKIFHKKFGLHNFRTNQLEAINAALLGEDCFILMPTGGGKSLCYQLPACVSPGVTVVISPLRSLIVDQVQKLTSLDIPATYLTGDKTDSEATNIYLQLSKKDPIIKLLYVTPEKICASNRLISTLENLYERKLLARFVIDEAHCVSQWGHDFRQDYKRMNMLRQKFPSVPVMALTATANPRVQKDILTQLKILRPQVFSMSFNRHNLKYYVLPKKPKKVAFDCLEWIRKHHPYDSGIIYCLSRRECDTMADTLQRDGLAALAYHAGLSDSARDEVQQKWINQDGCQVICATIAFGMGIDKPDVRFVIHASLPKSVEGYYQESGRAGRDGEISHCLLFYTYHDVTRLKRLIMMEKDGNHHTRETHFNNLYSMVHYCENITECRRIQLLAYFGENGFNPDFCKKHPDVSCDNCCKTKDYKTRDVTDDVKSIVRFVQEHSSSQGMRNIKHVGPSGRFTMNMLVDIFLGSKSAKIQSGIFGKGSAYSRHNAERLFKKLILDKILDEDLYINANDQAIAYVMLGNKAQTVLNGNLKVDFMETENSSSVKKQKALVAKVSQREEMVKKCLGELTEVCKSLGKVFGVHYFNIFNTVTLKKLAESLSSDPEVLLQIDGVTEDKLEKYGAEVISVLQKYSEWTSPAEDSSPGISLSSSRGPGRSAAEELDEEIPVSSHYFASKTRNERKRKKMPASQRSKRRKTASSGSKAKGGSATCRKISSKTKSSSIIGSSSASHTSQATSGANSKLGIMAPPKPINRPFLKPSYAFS
BAZ2B block = qHTS Assay for Inhibitors of BAZ2B; AlphaScreen BAZ2B-H3K14Ac peptide displacement; Potency, µM (series often up to 114 µM), inactives show at the top dose activity change, negative = inhibition, usual class: inhibitors; 360,000 compounds, 4.4% hits; AID 504333, 2011; further: on the % scale 0 is the no-effect control and ±100 the full control effect; nearly all actives have a fitted effect of over 60% in size
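BAZ2B (50 nM) with biotin-H3(5-23)K14Ac peptide (50 nM) in PBS pH 7.4, 0.01% Tween-20, preformed 30 min, then compound 30 min at room temperature; top concentration 110uM. AlphaScreen streptavidin donor/nickel chelate acceptor beads (10 ug/mL final), 20 min dark, signal read.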
Pin1 inhibitor = qHTS Assay to Find Inhibitors of Pin1 | Peptidyl-prolyl cis-trans isomerase NIMA-interacting 1 (Homo sapiens), Q13526 | Pin1 FP peptide displacement, HiFluor488, 10 min | Potency, µM (highest dose often 115 µM), for the others: at the highest dose activity, negative = inhibition, actives largely listed as inhibitors | 390,000 compounds, 0.009% hits | AID 504891, 2011; active means well fitted inhibition curve with a large enough effect in the polarisation, with a control signal flat, not every such curve was filed as active; inconclusive means small, poorly fitted or top-dose-only effect, or effect the other way, or a change in a side signal; inactive means no such curve, though single readings can be large or run the other way; the % refers to the polarisation; further: on the % scale 0 is the no-effect control and ±100 the full control effect
Numbers without * were called inactive; i = inactive; ? = inconclusive; nt = not tested or not shown; & = joins results of further samples; [ ] = dose if it differs, or a comment. Unless noted, the call rests on the fitted dose curve; in most records, active means well fitted curve in the direction sought with a large enough effect; inconclusive means small, poorly fitted or top-dose-only effect, or another doubt; inactive means no such curve, though single readings can be large; an effect the other way counts as inactive or inconclusive. Potency means the concentration at half of the fitted maximal effect. This is a subset (hit frequency here may not be typical).

SMILES	G9a block	HP1b binding inh	JMJD2A Tudor inh	GLS inh	PGK inhibitor	Pol iota inh	BLM inh	BAZ2B block	Pin1 inhibitor
O=C(Cc1ccccc1)c1c[nH]c(C(=O)NCCCN2CCOCC2)c1	-3%	33%	7%	14%	-3%	39%[activator]	1%	-3%	1%
Cc1ccc(C(=O)NCCN2CCCC2)cc1	6%[59 µM]	43%[activator]	-10%	0%	-8%	8%	3%	-4%	-5%
COc1ccc(CCNC(=O)c2ccc3c(c2)N=C(C)c2ccccc2S3)cc1OC	3%[59 µM]	-6%	?	-10%	i	-23%	-6%	-27%	?
Cc1cccc(C(=O)O/N=C(/c2ccccc2)c2ccncc2)c1	11%	19%	-3%	4%	-2%	114%[activator]	-3%	-18%	-5%
O=C(c1cccc(S(=O)(=O)N2CCOCC2)c1)N1CCN(S(=O)(=O)c2cccc([N+](=O)[O-])c2)CC1	6%	14%	-2%	2%	4%	16%	nt	2%	-4%
CC1CC(C)CN(C(=O)Cn2c(=O)n(CCCC(=O)NCc3ccco3)c(=O)c3sccc32)C1 (configuration not stated)	4%	-7%	-10%	-13%	-3%	-10%	-3%	0%	-14%
Cc1ccc(N(C)C2=NC(=O)CS2)cc1Cl	-1%[0.501 µM]	9%	-6%	8%	-1%	174%[activator]	3%	-6%	-2%
CCOCC(=O)Nc1cc(C(=O)NCCc2ccccc2)ccc1Cl	nt	32%	-6%	-8%	i	-14%	-3%	17%	-1%
COc1ccc(NC(=O)C(C)N=C2NS(=O)(=O)c3ccccc32)cc1S(N)(=O)=O (configuration not stated)	12%[12.7 µM]	32%	9%	12%	-4%	35%[activator]	nt	0%	-1%
O=C1[C@H]2[C@@H](c3ccc(F)cc3)N3C(=O)N(c4ccc(C(F)(F)F)cc4)C(=O)[C@@]3(Cc3ccccc3)[C@H]2C(=O)N1C1CCCCC1	1%[12.7 µM]	26%	-17%	2%	i	10%	nt	-1%	11%
CCCS(=O)(=O)N1CC(=O)N(c2cc(C)ccc2C)C(C)(C(=O)NC2CCCCCC2)C1 (configuration not stated)	-22%[59 µM]	48%[activator]	-9%	-13%	6%	-9%	0%	2%	-7%
COC(=O)Nc1nc(-c2ccccc2)c(C(=O)c2ccc(Cl)cc2)s1	17%[59 µM]	41%[activator]	-10%	-5%	-7%	0%	-1%	9%	-3%

Another view of part of the listing above:
Under each structure – G9a block | HP1b binding inh | JMJD2A Tudor inh | GLS inh | PGK inhibitor | Pol iota inh | BLM inh | BAZ2B block | Pin1 inhibitor
- O=C1[C@H]2[C@@H](c3ccc(F)cc3)N3C(=O)N(c4ccc(C(F)(F)F)cc4)C(=O)[C@@]3(Cc3ccccc3)[C@H]2C(=O)N1C1CCCCC1
    1%[12.7 µM] | 26% | -17% | 2% | i | 10% | nt | -1% | 11%
- CCOCC(=O)Nc1cc(C(=O)NCCc2ccccc2)ccc1Cl
    nt | 32% | -6% | -8% | i | -14% | -3% | 17% | -1%
- Cc1cccc(C(=O)O/N=C(/c2ccccc2)c2ccncc2)c1
    11% | 19% | -3% | 4% | -2% | 114%[activator] | -3% | -18% | -5%

(next part)
SMILES	G9a block	HP1b binding inh	JMJD2A Tudor inh	GLS inh	PGK inhibitor	Pol iota inh	BLM inh	BAZ2B block	Pin1 inhibitor
CN(C)CC(O)CN1C(=O)NC(C)(C)C1=O (configuration not stated)	-7%[12.7 µM]	17%	-13%	-1%	-3%	37%[activator]	-2%	0%	0%
O=c1c([N+](=O)[O-])c(N2CCCCC2)c2ccccc2n1-c1ccccc1	-4%	16%	-8%	-4%	i	-2%	-12%	13%	?
COC(=O)[C@@]1(Cc2ccc(F)cc2)[C@@H]2[C@@H](CC(=O)[C@H]2CC(=O)C(=O)N(C)C)CN1C(=O)c1ccccc1	?	29%	-14%	4%	-9%	16%	1%&2%	0%	-1%
COc1cc(OC)c(C(=O)OCC(=O)NC2CCCC2)cc1OC	-7%	43%[activator]	-8%	-8%	2%	43%[activator]	-3%	2%	2%
C/C(N)=C(/C#N)C(=O)COC(=O)c1ccccc1Oc1ccccc1	3%[12.7 µM]	-18%	?	-11%	i	140%[activator]	-2%	-29%	-1%
CC(=O)/C=C\c1cn(-c2ncc(C(F)(F)F)cc2Cl)c2ccccc12	19%[59 µM]	27%	-5%	-4%	i	-2%	-8%	9%	-3%
O=C(c1ccncc1)N1CCN(C(=O)c2cccc3ccccc23)CC1	-6%[59 µM]	39%[activator]	-11%	-9%	-1%	11%	-3%	-19%	5%
CCOc1cc(NC(=S)NCCCN2CCOCC2)c(OCC)cc1NC(=O)c1ccccc1	-35%	30%	6%	3%	1%	11%	3%	9%	-1%
Cc1cc(/C=C2\C(=N)N3C(SCc4ccccc4)=NSC3=NC2=O)c(C)n1Cc1ccccc1	-31%[59 µM]	27%	-3%	-6%	-6%	2%	-5%	3%	12%
O=C(Cn1c(C(F)(F)F)nc2ccccc21)Nc1ccccc1C(=O)O	-45%	37%	-9%	8%	-6%	-4%	1%	-29%	-1%
COc1ccc2c(Cl)c(C(=O)NCCc3ccc(S(N)(=O)=O)cc3)sc2c1	?	30%	-2%	-9%	i	84%[activator]	-6%	-27%	9%
C=C(C)CNC(=S)N/N=C/c1c(F)cccc1F	67%[activator]	38%	-5%	20%	2%	-13%	0%	nt	-2%
CCOC(=O)c1c(CN2CCC(C)CC2)n(C)c2cc(Br)c(OC)cc12	6%	44%[activator]	-12%	5%	i	44%[activator]	2%	2%	0%
Cc1cc(S(=O)(=O)NCc2cccnc2)ccc1F	nt	44%[activator]	-1%	-1%	7%	22%	-1%	6%	-3%
COc1ccc(C(=O)Cn2c(Cl)nc3c2c(=O)n(C)c(=O)n3C)cc1	23%[12.7 µM]	-2%	-14%	6%	-9%	11%	0%	2%	0%
CCOC(=O)COc1ccc(/C=C2\NC(=S)N(CC)C2=O)cc1	7%[59 µM]	30%	-12%	5%	-7%	5%	3%	-6%	1%
Cc1ccc(S(=O)(=O)N/N=C/c2cc([N+](=O)[O-])ccc2O)cc1[N+](=O)[O-]	50µM*	-14%	?	0%	-7%	?	0%	?	-10%
COC(=O)CSc1nc2ncccc2[nH]1	?	22%	-15%	4%	3%	13%	-11%	2%	0%
CCOC(=O)N1CCN(C(=O)c2ccc3nc4ccsc4c(=O)n3c2)CC1	0%[59 µM]	57%[activator]	6%	-2%	i	-2%	6%	14%	-8%
Cc1ccccc1NC(=O)C1CCCN(S(=O)(=O)c2ccc3c(c2)C(C)(C)C(=O)N3C)C1 (configuration not stated)	nt	26%	-23%	-4%	i	11%	0%	12%	-4%
CCOC(=O)N1CCN(c2c(NCCCN(C)c3ccccc3)c(=O)c2=O)CC1	?	26%	-25%	33%[activator]	8%	13%	3%	-6%	-4%
CC(C)COC(=O)Nc1nnc(SCCOc2ccccc2)s1	17%[59 µM]	nt	-2%	2%	-4%	8%	-8%	6%	-13%
CCN(CC)c1ccc(S(=O)(=O)N2CCOCC2)cc1NC(=O)CN1C(=O)NC2(CCC(C)CC2)C1=O (configuration not stated)	-26%	30%	-13%	-3%	-9%	14%	nt	2%	-3%
Cc1nc2nc(C)n(CCN3CCOCC3)c(=O)c2c(-c2cccc([N+](=O)[O-])c2)c1C(=O)CCCCCCCCCCN1CCC(c2ccccc2)(c2ccccc2)CC1	nt	40µM*	25µM*	3%	-9%	11%	nt	nt	0%
CCC[n+]1c(C)sc2c3c(ccc21)CCCC3	50µM*	40µM*	45µM*	-1%	-4%	4%	-9%	-23%	13%
Cc1c2cnn(-c3ccccc3)c(=O)c2c(C)n1CCCC(=O)N1CCN(C)CC1	79µM*	28%	-18%	-7%	1%	-10%	0%	1%	-1%
Cc1ccccc1-c1nn(-c2ccc(F)cc2F)cc1CNCCCO	?	2%	-16%	1%	i	52%[activator]	1%	-22%	2%
CCCNC(=O)CCc1nnc2ccc(N3CCN(c4cccc(OC)c4)CC3)nn12	-7%[59 µM]	6%	-23%	4%	-6%	59%[activator]	-2%	-32%	-2%
COc1ccc(C(=O)Nc2nc3ccccc3c(=O)[nH]2)cc1	19%[59 µM]	22%	-24%	-6%	12%	21%	-1%	-22%	9%
C[C@@H]1O[C@@H](OCCC(=O)O)[C@H](O)C[C@H]1O	nt	62%[activator]	-1%	-3%	-4%	31%	nt	nt	2%
Cc1ccc(NC(=O)CCC(=O)NNC(=S)Nc2ccc(F)cc2)c(C)c1	?	37%	-6%	10%	1%	-5%	1%	?	-5%
Cn1c(=O)[nH]c(=O)c2c1nc(N(CCO)Cc1ccccc1)n2CCCc1ccccc1	?	57%[activator]	-14%	-1%	i	8%	3%	-3%	-4%
O=S(=O)(NC1=NCCCCC1)c1ccc(Cl)cc1Cl	13%[12.7 µM]	32%	-2%	7%	1%	-16%	nt	-4%	4%
CC(=O)c1cccc(NC(=S)NC(=O)C(C)C)c1	22%	16%	-1%	-16%	6%	-25%	-2%	-5%	3%
CCOc1ccc2nc(NC(=O)Cn3[nH]c(=O)c4ccccc4c3=O)sc2c1	14%	34%	-16%	-3%	-1%	?	-13%	-14%	?
O=[N+]([O-])c1cc2c(cc1/C=N/n1cnnc1)OCO2	?	35%	-13%	-1%	1%	21%	-1%	7%	-2%
COc1ccccc1NC(=O)C1=C(C)Nc2nnnn2C1c1ccccc1OC (configuration not stated)	-21%[12.7 µM]	34%	-15%	19%	8%	4%	-3%	2%	-6%
